Source: PubChem (National Center for Advancing Translational Sciences (NCATS))
Shiga toxin inh: blocks Shiga toxin action in Vero cells; Vero cells, Shiga toxin protein synthesis inhibition reporter; 9.2% of 290,000 active; inhibition, % at 38.7 µM; in the data active = inhibition mostly above about 28%, no sharp cut-off; inactive = mostly below about 43%; also: 0% is about no effect
CHX counter: counter-screen for Shiga toxin inhibitors: cycloheximide protein synthesis inhibition; max response, %; 12% of 300,000 active; AID 2314; cell reporter, cycloheximide protein synthesis inhibition counterscreen; in the data active = max response mostly above about 13%, no sharp cut-off; inactive = mostly below about 14%; also: read at 38.3 µM for the half of the compounds with a filed dose; 0% is about no effect
LmPK inhibitor: blocks Leishmania mexicana pyruvate kinase activity; AID 1721; Q27686; 0.37% of 290,000 active; Potency, µM (series often up to 57.5 µM), for inactives: at the top dose activity change, negative = inhibition, most hits filed as inhibitors; purified LmPK, Kinase-Glo ATP luminescence, 1 h; also: potency is read from the fitted curve at half-maximal effect; % is scaled to controls: 0 for no effect and ±100 for the full control effect
Target sequence (Q27686 whole entry, looked up): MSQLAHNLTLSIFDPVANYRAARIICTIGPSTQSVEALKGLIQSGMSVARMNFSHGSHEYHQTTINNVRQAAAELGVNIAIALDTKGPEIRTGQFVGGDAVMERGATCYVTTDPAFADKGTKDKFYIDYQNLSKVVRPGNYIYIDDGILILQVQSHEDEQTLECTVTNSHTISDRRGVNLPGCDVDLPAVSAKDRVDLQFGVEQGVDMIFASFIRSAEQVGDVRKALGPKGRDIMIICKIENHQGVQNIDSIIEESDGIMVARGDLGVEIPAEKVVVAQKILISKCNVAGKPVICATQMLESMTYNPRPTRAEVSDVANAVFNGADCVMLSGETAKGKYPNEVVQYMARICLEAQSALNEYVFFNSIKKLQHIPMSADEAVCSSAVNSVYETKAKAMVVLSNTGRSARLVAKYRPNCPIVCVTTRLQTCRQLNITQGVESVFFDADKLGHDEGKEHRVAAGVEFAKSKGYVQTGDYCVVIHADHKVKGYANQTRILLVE
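Screened at intermediate enzyme activity to detect both inhibitors and activators: LmPK at 0.1 nM, with a 0.5 nM enzyme column as activation reference. PEP 0.5 mM, ADP 0.1 mM; ATP detected by luminescence after 1 h.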
Pf growth 96h: inhibits malaria parasite growth, 96 h; 6.9% of 320,000 active; P. falciparum luciferase reporter growth, 96 h; Potency, µM (titrated, usually from 28.7 µM), for inactives: at the top dose activity change, negative = inhibition, actives largely listed as inhibitors; AID 504834; also: potency is read from the fitted curve at half-maximal effect; % is scaled to controls: 0 for no effect and ±100 for the full control effect
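Two-generation exposure (96 h) targets delayed-death phenotype. Reporter parasites carrying integrated firefly luciferase, in red cells at 2% hematocrit and 0.05% parasitemia final, kept at 37 C, 5% CO2; luminescence loss indicates inhibition.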
TbPYK inhibitor: inhibitors of Trypanosoma brucei pyruvate kinase; Q57TT1; TbPYK enzyme, Kinase-Glo Plus ATP luminescence, 45 min; 0.12% of 410,000 active; Potency, µM (doses to about 76.8 µM), for inactives: at the top dose activity, negative = inhibition, hits mostly inhibitors; also: potency is read from the fitted curve at half-maximal effect; % is scaled to controls: 0 for no effect and ±100 for the full control effect; nearly all actives have a fitted effect of over 50% in size
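Assay buffer: 50 mM TEA pH 7.2, 100 mM KCl, 10 mM MgCl2, 0.05% BSA, 0.01% Tween-20. Pyruvate kinase from T. brucei plus substrate met compound, then ADP (130 uM final). Luminescence was read post 45 min RT.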
AmpC inh no detg: AmpC beta-lactamase inhibition without detergent; AmpC nitrocefin hydrolysis, absorbance 480 nm, 0.0001% Triton; P00811; Potency, µM (highest dose often 57.1 µM), without a hit: top-dose activity change, negative = inhibition, most hits filed as inhibitors; 0.52% of 330,000 active;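 also: potency is read from the fitted curve at half-maximal effect; plate controls were no compound for no effect and no enzyme for full effect; nearly all actives have a fitted effect of over 20% in size; some results filed as inactive show a strong effect at the top dose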
Target sequence (P00811 whole entry, looked up): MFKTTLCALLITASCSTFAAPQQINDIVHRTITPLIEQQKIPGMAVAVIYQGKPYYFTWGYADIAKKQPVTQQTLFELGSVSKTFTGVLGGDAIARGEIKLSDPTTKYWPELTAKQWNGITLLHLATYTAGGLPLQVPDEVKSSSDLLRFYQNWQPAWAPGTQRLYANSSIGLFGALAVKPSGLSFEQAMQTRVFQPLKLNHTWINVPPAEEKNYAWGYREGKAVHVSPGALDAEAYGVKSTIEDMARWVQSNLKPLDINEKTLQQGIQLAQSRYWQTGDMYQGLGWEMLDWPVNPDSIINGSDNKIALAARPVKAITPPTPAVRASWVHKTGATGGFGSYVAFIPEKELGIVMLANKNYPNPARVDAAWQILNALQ
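AmpC (5.3 nM in the dispensed reagent) in 20 mM phosphate pH 7.0 with 0.01% (detergent screen) or 0.0001% Triton X-100 was preincubated with compounds for 15 min at room temperature. Nitrocefin was then added from an 800 uM solution, and hydrolysis was followed at 480 nm.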
Pf growth 48h: P. falciparum growth inhibition at 48 hours (one generation); Potency, µM (doses to about 28.7 µM), inactives show top-dose activity change, negative = inhibition, most hits filed as inhibitors; 5.9% of 310,000 active; P. falciparum luciferase growth in erythrocytes, 48 h; also: potency is read from the fitted curve at half-maximal effect; % is scaled to controls: 0 for no effect and ±100 for the full control effect
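Parasite viability was followed by luminescence of a genomically integrated firefly luciferase. Cultures held 0.1% parasitemia at 2% hematocrit (final), incubated under 5% CO2 at 37 C.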
Starred values were filed as active, the others as inactive; ? = inconclusive; nt = no result given; & = joins results of further samples; [ ] = another dose, or the depositor's remark. Unless noted, calls follow the shape of the dose curve; as a rule, active = well fitted curve in the direction sought with a large enough effect; inconclusive = small, poorly fitted or top-dose-only effect, or another doubt; inactive = no such curve, though single readings can be large; an effect the other way counts as inactive or inconclusive.

SMILES	Shiga toxin inh	CHX counter	LmPK inhibitor	Pf growth 96h	TbPYK inhibitor	AmpC inh no detg	Pf growth 48h
O=C(COc1ccccc1Cl)Nc1ccc(S(=O)(=O)Nc2ccccn2)cc1	-4	-2	6%	25%	-5%	-56%	3%
CCCOc1ccc(N2C(=O)CC(NCCc3ccc(S(N)(=O)=O)cc3)C2=O)cc1 (centres undefined)	9	0	2%	?	-6%	-3%	nt
COc1ccc(C(=O)NCS(=O)(=O)c2ccc(C)cc2)cc1	42	-3	0%	57%[activator]	-5%	-13%	-4%
CCOC(=O)Cc1c(C)[nH]c(=S)[nH]c1=O	3	1	2%	-29%	-5%	-5%	1.3µM*
CN1C2CCC1/C(=C\c1ccccc1F)C(=O)/C2=C/c1ccccc1F	-6	-5	-4%	?	-21%	-27%	?
CCC1=C(OC(=O)N(CC)CC)N2C(=O)OC(=NCC3CC3)[C@]2(Cc2ccccc2)[C@H]2C1=CC[C@H]1C(=O)NC(=O)[C@H]12	2	-2	8%	7.4µM*	4%	166%[activator]	10µM*
CCNC(=S)N1CCN(Cc2ccccc2)CC1	-17	-3	-5%	13%	2%	-9%	5%
CS(=O)(=O)N1CCC(C(=O)Nc2ccc(Oc3ccccc3)cc2)CC1	12	-1	1%	24%	3%	13%	-20%
CCOC(=O)C1=C(C)N=c2s/c(=C3\C(=O)Nc4ccccc43)c(=O)n2C1c1ccc2c(c1)OCO2 (centres undefined)	-6	-1	-4%	nt	-16%	-22%	-28%
Cc1ccc(-c2nc3cccnc3o2)cc1NC(=O)COc1ccc(C(C)(C)C)cc1	-16	-2	-9%	?	-3%	81%[activator]	nt
CCOc1ccc2nc(-c3cc(NC(C)=O)ccc3O)sc2c1	51	35*	11%	47%[activator]	0%	-50%	168%[activator]
CC(C(=O)N1CCCCC1)N1CCN(S(=O)(=O)c2ccc(Cl)cc2)CC1 (centres undefined)	nt	nt	nt	?	4%	16%	?
Cc1ccnc2nc(C(=O)OCC(=O)Nc3ccc4c(c3)OC(F)(F)O4)nn12	-15	-2	-4%	0%	3%	-7%	1%
COC(=O)C1=C(C)N(C2CCCCC2)C(=O)C1	-14	-2	-2%	1.9µM*	-6%	0%	1%
O=C(CCCOc1ccc(Cl)cc1)Nc1nncs1	34	3	2%	-2%	1%	-24%	-2%
COc1cc2c(C(=O)N3CCN(C)CC3)c(CSc3ccccc3)n(C)c2cc1Br	-14	-3	2%	40%[activator]	-5%	234%[activator]	?
CCCNC(=O)c1ccc(Cl)c(Cl)c1	-6	-3	-4%	-11%	1%	-11%	28%
Cc1ccc(NC(=O)CCNC(=O)c2ccccc2Cl)cc1S(=O)(=O)N(C)C	15	-4	-6%	-9%	41%[activator]	4%	-2%
Cc1nnc(-c2ccccc2)[nH]c1=O	-7	6	-5%	-68%[5.75 µM]	0%	-5%	-32%[5.75 µM]
CCOc1cccc(C(=O)Nc2ccncc2)c1	-2	-1	-3%	48%[activator]	6%	-13%	-1%[5.75 µM]
COc1ccc(Cl)cc1C(=O)CSc1nc(N)cc(N)n1	4	-1	-2%	0%	2%	-40%	18%
CC(C)(C)c1ccc(-c2nc(C#N)c(NCc3cccnc3)o2)cc1	23	32*	7%	?	7%	83%[activator]	nt
O=C(C(=O)N1CCN(c2ccc([N+](=O)[O-])cc2)CC1)c1cn(CC(=O)N2CCOCC2)c2ccccc12	-13	-3	-1%	?	1%	5%	82%[activator]
O=C1c2ccc(Oc3ccc4c(c3)C(=O)N(CCCCO)C4=O)cc2C(=O)N1CCCCO	21	3	-1%	100%[activator]	-6%	135%[activator]	nt
COc1ccc(C2(c3ccc(OC)cc3)NC(=O)N(CC(=O)NC(C)C)C2=O)cc1	24	-5	12%	9%	0%	2%	23%
CSc1ccccc1C(=O)N1CCC(CCC(=O)NCc2ccc(F)cc2)CC1	-8	7	-9%	61%[activator]	-4%	103%[activator]	?
O=C(c1ccc(N2CCOCC2)c([N+](=O)[O-])c1)N1CCN(S(=O)(=O)c2cccs2)CC1	16	-2	0%	?	-1%	77%[activator]	-22%
COC(=O)c1ccc(COC(=O)c2ccc(C)c(S(=O)(=O)N3CCCCC3)c2)cc1	nt	nt	nt	0%	2%	2%	?
O=C(O)CSCC(=O)NCc1ccccc1	11	1	0%	?	3%	-22%	36%[activator]
CCOc1ccc(-n2cnnn2)cc1S(=O)(=O)N1CCCCC1	-2	-3	-9%	nt	-9%	10%	-1%
Nc1ccccc1SCc1ccccc1	89*	72*	9%	24%	-5%	-19%	28%
CCOc1cccc(CNCCNC(=O)c2nonc2N)c1	12	1	8%	-1%	-6%&0%	-15%	-2%
O=C(NCCc1nc2ccccc2[nH]1)/C(=C/c1ccco1)NC(=O)c1ccc(Br)cc1	-4	-3	7%	60%[activator]	5%	16%	16%
CC(=O)c1ccc(NC(=O)C(C)Sc2nnc(C3CC3)n2C2CC2)cc1 (centres undefined)	nt	nt	nt	?	-4%	-4%	?
Cc1cc(OC(=O)c2ccccc2Br)c([N+](=O)[O-])c(=O)[nH]1	-10	-2	-5%	34%[activator]	1%	-21%	29%
O=[N+]([O-])c1cc(S(=O)(=O)Nc2ccccc2)ccc1N1CCN(c2ccc(O)cc2)CC1	8	-3	-6%	?	-17%	-31%	-13%
Cc1cccc(OCCn2cc(/C=N/NC(=O)c3ccncc3)c3ccccc32)c1	28*	11*	3%	4%	-27%	52%	28%
Cc1nn(C(C)C(=O)Nc2ccc(Cl)cn2)c(C)c1[N+](=O)[O-] (centres undefined)	-9	-2	0%	?	-7%	-22%	?
CCOC(=O)CN(C(=O)CSc1nnc(CNc2ccc(F)cc2)n1C)c1ccccc1	9	-2	2%	nt	-2%	39%	?
O=C(COC(=O)c1ccc2c(c1)C(=O)N(CCc1ccccc1)C2=O)Nc1ccc(OC(F)F)cc1	32	6	0%	10%	-6%	-53%	2%

In the list so far, these contain bromine:
SMILES	Shiga toxin inh	CHX counter	LmPK inhibitor	Pf growth 96h	TbPYK inhibitor	AmpC inh no detg	Pf growth 48h
COc1cc2c(C(=O)N3CCN(C)CC3)c(CSc3ccccc3)n(C)c2cc1Br	-14	-3	2%	40%[activator]	-5%	234%[activator]	?
O=C(NCCc1nc2ccccc2[nH]1)/C(=C/c1ccco1)NC(=O)c1ccc(Br)cc1	-4	-3	7%	60%[activator]	5%	16%	16%
Cc1cc(OC(=O)c2ccccc2Br)c([N+](=O)[O-])c(=O)[nH]1	-10	-2	-5%	34%[activator]	1%	-21%	29%

(next part)
SMILES	Shiga toxin inh	CHX counter	LmPK inhibitor	Pf growth 96h	TbPYK inhibitor	AmpC inh no detg	Pf growth 48h
CCOc1ccc(C(=O)COC(=O)c2nc3nccc(C)n3n2)cc1	nt	nt	nt	14%	2%	-6%	21%
COc1ccc(C)cc1S(=O)(=O)Nc1ccccc1C	-3	-3	2%	?	-21%	-25%	?
C/C(=N\NC(=O)c1ccc(Cl)cc1)c1cccc(NC(=O)c2cccnc2)c1	45*	38*	4%	-2%	4%	-41%	61%[activator]
O=C(NCCCN1CCOCC1)c1cc(C(=O)C2CCCCC2)c[nH]1	-5	-5	-2%	0%	2%	-15%	10µM*
O=C(CN1C(=O)NC(c2ccccc2)(c2ccccc2)C1=O)N1CCN(c2ccc(F)cc2)CC1	nt	nt	nt	?	-8%	0%	12µM*
CCN1CCN(c2cc(=O)n3ccccc3n2)CC1	-5	-3	-1%	28%	-6%	28%	43%[activator]
Cc1ccc(NC(=O)/C(=C/c2cccc([N+](=O)[O-])c2)NC(=O)C2CCCCC2)cc1	-5	-1	5%	nt	0%	-26%	?
COc1ccc(/C=N/NC(=O)c2ccccc2OC)cc1COc1ccc(C)cc1	19	17	4%	-12%	1%	-7%	-14%
COC(=O)c1ccc(C(=O)OC)c(NC(=O)Nc2ccc3c(c2)OCO3)c1	62*	25*	-13%	nt	5%	-10%	34%[activator]
CN1CCN(C(=O)C2CC(c3c(F)cccc3Cl)=NO2)CC1 (centres undefined)	15	10*	2%	nt	-9%	-12%	14%
COC(=O)c1onc(-c2ccccc2)c1C(=O)OC	-2	-1	-1%	9%[5.75 µM]	-8%	-6%	13%
NSc1nc(N)c2nc(-c3ccccc3)c(-c3ccccc3)nc2n1	-11	-2	-2%	?	10%	-50%	-6%
Cc1sc2ncnc(SCC(=O)N3CCCCC3)c2c1C	-4	4	7%	76%[activator]	-4%	-12%	-11%
S=C1NCN(Cc2ccccc2)CN1	19	0	2%	10%	-6%	-14%	8%
Cc1c(N(C)S(=O)(=O)c2cccc(C(=O)NCC3CCCO3)c2)c(=O)n(-c2ccccc2)n1C (centres undefined)	nt	nt	nt	?	-1%	2%	26%
CN(C)c1ccc(/C=C(/NC(=O)c2ccccc2)C(=O)N/N=C/c2ccc([N+](=O)[O-])c(O)c2)cc1	47*	52*	3%	5.2µM*	1%	?	13µM*
c1cc(-c2nc3cc(Cc4ccc5oc(-c6ccncc6)nc5c4)ccc3o2)ccn1	-5	-3	0%	12%	nt	-25%	6%
Cc1cc(C)cc(NC(=O)CSc2nnc(Cc3cccn3C)n2-c2ccc(F)cc2)c1	-9	-3	1%	?	0%	?	?
CCc1ccc(-n2cc(-c3ccc(F)cc3)[n+]3c2SCCC3)cc1	-14	-2	-2%	?	11%	-9%	1.5µM*
CC1=CC(C)(C)N(C(=O)Nc2ccccc2)c2ccccc21	-1	7	0%	?	2%	-7%	81%[activator]
CC(=O)c1sc(-c2ccc(F)cc2)cc1NS(=O)(=O)c1ccccc1	15	0	4%	-8%	0%	-14%	7%
CC(Oc1ccc(F)cc1)C(=O)Oc1ccc(N(C)S(=O)(=O)c2ccccc2)cc1 (centres undefined)	nt	nt	nt	-6%	-15%	-16%	0%
O=C(Nc1ccc(S(=O)(=O)N2CCCCC2)cc1)C1CCN(C(=O)c2ccco2)CC1	-9	-5	0%	-2%	13%	20%	?
CC(C)[C@H](NS(=O)(=O)c1ccccc1)C(=O)OCn1nnc2ccccc2c1=O	-4	-4	-3%	-14%	5%	1%	nt
Cc1nc(N2CCN(C(=O)c3ccco3)CC2)c2oc3ccccc3c2n1	-4	5	-3%	?	0%	39%	?
Cc1cc(=O)oc2cc(OCC(=O)OCC(=O)NC(=O)NC(C)C)ccc12	-4	-3	2%	2%	2%	-4%[11.4 µM]	5%
COc1ccc(-c2[nH]nc3c2C(c2ccccc2OC(=O)N2CCOCC2)C(C#N)=C(N)O3)cc1 (centres undefined)	14	-2	5%	30%	-3%	-21%	?
CCOc1ccc(N(CC(=O)Nc2ccc(C)cc2)S(=O)(=O)c2c(C)noc2C)cc1	-8	-5	4%	-10%	3%	-7%	nt
O=C(COC(=O)CCS(=O)(=O)c1ccccc1)Nc1cc(S(=O)(=O)N2CCCCC2)ccc1Cl	nt	nt	nt	?	-15%	-14%	-13%
O=C(CSc1nncc2ccccc12)N1CCOCC1	37	17*	-1%	nt	4%	-6%	5%
Cc1ccn2cc(CNC(=O)c3cccs3)nc2c1	-9	-3	2%	14%	-10%	3.5µM*	7%
